Platelet DG rel = inhibitors of platelet dense granule secretion, primary screen, cell-based, MLPCN, human platelets; human platelet-rich plasma, SFLLRN dense granule ATP release, luminescence; inhibition, %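 (compounds screened at 7.5 µM in platelet-rich plasma)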; 300,000 compounds, 0.22% hits; AID 1663, 2009;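 active = mean replicate score, as percent of positive control, at or above 50; inconclusive = mean below 50 but at least one replicate at or above 50; inactive = mean and every replicate below 50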
AI-2 QS mod = Vibrio harveyi AI-2 quorum sensing modulators, primary screen, JMH597 strain, luminescence/OD600 ratio | 300,000 compounds, 0.4% hits | Vibrio harveyi JMH597 AI-2 luminescence/OD600 ratio, 9 h; active compounds read low; strain lacks LuxN and CqsS sensors; 0 = neutral-control median | AID 2094, 2009 | activity change, % at 7.5 µM; in the data active = activity change below about -75%, passing the limit was not always enough; inconclusive = no clear call, values can overlap the other calls;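 note: luminescence divided by OD600 gain over 9 h not by final OD600 alone; inactives centre near 13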
HDAC3 inhib = HDAC3 deacetylase inhibitors, primary screen, biochemical, fluorescence, cell-free homogeneous; Histone deacetylase 3 (Homo sapiens), O15379; recombinant HDAC3, fluorogenic peptide/trypsin coupled; inhibition, % at 8.3 µM; 320,000 compounds, 0.15% hits; in the data active = inhibition above about 26%, passing the limit was not always enough; inconclusive = no clear call, values can overlap the other calls
Target sequence (O15379 whole entry, looked up): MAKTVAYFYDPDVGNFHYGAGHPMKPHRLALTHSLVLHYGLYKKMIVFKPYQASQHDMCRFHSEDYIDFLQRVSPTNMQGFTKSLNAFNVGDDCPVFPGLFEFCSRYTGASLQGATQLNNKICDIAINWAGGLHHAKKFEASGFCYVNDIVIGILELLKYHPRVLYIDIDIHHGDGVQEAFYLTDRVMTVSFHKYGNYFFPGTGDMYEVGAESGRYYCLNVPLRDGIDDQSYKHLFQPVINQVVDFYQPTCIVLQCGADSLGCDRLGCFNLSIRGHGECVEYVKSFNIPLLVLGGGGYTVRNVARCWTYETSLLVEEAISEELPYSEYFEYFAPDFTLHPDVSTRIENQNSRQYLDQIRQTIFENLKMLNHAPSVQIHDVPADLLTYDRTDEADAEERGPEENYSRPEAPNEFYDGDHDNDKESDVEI
Dyrk1A ADPGlo = rat Dyrk1A kinase inhibitors, primary screen, biochemical, single point, plate reader; ADP-Glo luminescence, NFATc1 peptide; Dual specificity tyrosine-phosphorylation-regulated kinase 1A (Rattus norvegicus), Q63470; 310,000 compounds, 0.43% hits; inhibition, % at 12.5 µM; in the data active = inhibition above about 50%;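 note: plate controls were vehicle with enzyme for no effect and no enzyme for full effect; many of its hits are not listed in these tables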
GSK3B inh = human GSK3beta kinase inhibitors, primary screen, biochemical, cell-free homogeneous, HTS; GST-GSK3beta kinase, ADP-Glo luminescence, 60 min; active compounds read low; activity score (negative = inhibition), % at 10 µM; AID 2097, 2009; 300,000 compounds, 0.038% hits; Glycogen synthase kinase-3 beta (Homo sapiens), P49841;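 active = more than half of replicate wells score below -50%, meaning over 50% inhibition versus plate controls; inconclusive = some replicates but at most half score below -50%; inactive = no replicate scores below -50%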;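 note: 0% = median DMSO wells and -100% = median GW8510 positive control wells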
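Assay system: GST-fused GSK3beta enzyme, cell-free / Medium: Tris pH 7.5 buffer with MgCl2, DTT, BSA, heparin / Also added: peptide substrate plus 25 µM ATP (final) / Compound: 10 µM single point / Timing: kinase reaction with compound 60 min at room temperature / Detection: ADP-Glo luminescence / Benchmarks: DMSO neutral wells and GW8510 at 20 µM as positive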
HSF1 activator = HSF-1 activators, primary screen, NIH3T3-HGL cells, MG132 stress, luminescence, single point; NIH3T3-HGL HSF-1 luciferase reporter, 8 h; 100% = twice DMSO control signal; activation, % at 9 µM; 300,000 compounds, 1.7% hits; AID 504408, 2011;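 active = mean replicate activation of at least 50% with a set share of replicates each reaching 50%; inconclusive = only one of those two conditions met; inactive = mean below 50% and too few replicates reaching it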;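 note: 0% = median of the neutral control wells and 100% = twice that signal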
HSF1 inh = HSF1 inhibitors in luciferase reporter cells, primary screen, cell-based, NIH3T3, luminescence | NIH3T3-HGL HSE-luciferase, MG132-induced, luminescence 8 h; active compounds read low | activity change, negative = inhibition, % at 7.5 µM (by protocol) | 300,000 compounds, 0.77% hits | AID 2098, 2009;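 active = more than half of replicate wells show activity change below -50%, luminescence cut by over half; inconclusive = some wells, but at most half, below -50%; inactive = no replicate well below -50%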;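 note: luciferase reports HSF-1 transcriptional activity via heat shock element; 0% = median of DMSO wells and -100% = zero luminescence signal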
GSK3 alpha inh = blockers of GSK3A enzyme activity – biochemical, luminescence, cell-free homogeneous, HTS, primary screen | inhibition, % at 10 µM | 320,000 compounds, 0.1% hits | GSK-3 alpha kinase, ADP-Glo luminescence, 60 min | Glycogen synthase kinase-3 alpha (Homo sapiens), P49840;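 in the data active = inhibition above about 50%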;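 note: GST-tagged GSK-3 alpha with peptide substrate and 25 µM ATP; 0% = DMSO neutral wells and 100% = GW8510 positive control wells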
Target sequence (P49840 whole entry, looked up): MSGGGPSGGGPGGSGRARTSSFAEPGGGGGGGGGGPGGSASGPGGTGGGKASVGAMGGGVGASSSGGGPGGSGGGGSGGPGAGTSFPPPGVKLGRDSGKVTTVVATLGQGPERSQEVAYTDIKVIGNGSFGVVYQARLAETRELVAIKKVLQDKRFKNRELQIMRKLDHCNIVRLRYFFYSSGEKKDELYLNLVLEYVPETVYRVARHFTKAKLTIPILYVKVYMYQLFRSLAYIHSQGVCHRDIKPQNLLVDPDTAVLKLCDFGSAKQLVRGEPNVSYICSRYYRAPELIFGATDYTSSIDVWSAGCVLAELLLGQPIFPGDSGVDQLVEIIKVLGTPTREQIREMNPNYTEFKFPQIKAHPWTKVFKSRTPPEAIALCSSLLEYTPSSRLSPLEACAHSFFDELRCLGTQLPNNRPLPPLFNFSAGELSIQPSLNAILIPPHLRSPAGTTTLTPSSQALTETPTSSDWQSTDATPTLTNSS
HSP90 inh = HSP90 inhibitors, primary screen, cell lysate, luminescence; Heat shock protein HSP 90 (rabbit reticulocyte lysate; luciferase refolding); Rabbit reticulocyte lysate, luciferase refolding luminescence, 3 h; inhibition, % at 5.6 µM; 290,000 compounds, 0.91% hits; AID 1789, 2009;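 active = inhibition above the screen-wide mean plus 3 SD, computed separately per campaign, cut at about 16% in these data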;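 note: 0% = DMSO wells and 100% = 60 µM geldanamycin wells; inhibitors lower the luminescence because luciferase stays unfolded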
PolyA inh = polyadenylation inhibitors in yeast reporter cells, primary screen, luminescence, S. cerevisiae | S. cerevisiae SKY197-pL101 polyadenylation reporter, beta-gal luminescence; efflux-impaired pdr1/pdr3 knockout yeast; score 100 = 6 SD above DMSO | 300,000 compounds, 0.02% hits | calls only at 12 µM;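 active = lowest replicate activity score at least 50, where 100 means six control SD above control mean; inconclusive = lowest score under 50 but half or more replicates reach 50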;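 note: yeast exposed to compound for 9 h at 30 °C; higher score means more reporter readthrough which indicates perturbed polyadenylation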
* hit, by the source's call; i = inactive; ? = inconclusive; . = no result given.

SMILES	Platelet DG rel	AI-2 QS mod	HDAC3 inhib	Dyrk1A ADPGlo	GSK3B inh	HSF1 activator	HSF1 inh	GSK3 alpha inh	HSP90 inh	PolyA inh
Cn1nnnc1NCc1ccc(Cl)cc1	-2	26	0	-4	0	0	0	2	3	i
COc1ccc(C2C(C(=O)N3CCN(c4ccccc4)CC3)c3ccccc3C(=O)N2C)cc1 (stereo not given)	-1	0	3	1	-1	3	5	-1	2	i
COc1ccc(CN2CCC(n3nccc3NC(=O)CCCc3ccccc3)CC2)cc1C	8	-3	3	12	5	4	-4	-1	-1	i
O=C(NCc1ccc(Cl)cc1)c1cc2c(s1)CS(=O)(=O)C2	-12	9	2	1	-1	14	4	6	-2	i
Cc1cc(-c2cccs2)n[nH]1	2	17	-1	8	-1	8	-1	2	2	i
Cc1nn(C)c(=O)n1-c1ccc(OCc2ccccc2)cc1	41	10	6	8	1	33	15	.	2	i
CCn1ccnc1C(O)c1ccccc1OC (stereo not given)	-1	6	1	-3	1	-7	-5	0	-1	i
CC(C)c1ccc(NS(=O)(=O)c2ccc(N3C(=O)CCC3=O)cc2)cc1	-4	31	0	-7	-21	44	12	-1	0	i
COCCNC(=O)c1ccc(-n2c(SCc3cccnc3)nc3ccccc3c2=O)cc1	6	16	0	-1	1	5	0	-2	1	i
COc1ccc(OC)c(NC(=O)CCN2CCN(c3ccccc3)CC2)c1	-11	10	-9	-2	-1	-9	-4	-2	0	i
Cc1ccc(C(=O)Nc2ccccc2C(=O)N2CCCC(C)C2)cc1 (stereo not given)	7	22	1	-12	-1	10	0	-1	0	i
C[C@]12CCC(=O)C=C1CC[C@@H]1[C@@H]2[C@@H](O)C[C@]2(C=O)[C@@H](C(=O)CO)CC[C@@H]12	0	10	7	7	2	-37	-31	1	.	i
OCC1(CCc2ccccc2)CCCN(CCCC(F)(F)F)C1 (stereo not given)	0	4	2	0	2	-22	2	-3	-3	i
O=C(O)C(c1ccccc1)C(c1ccccc1)c1ccccc1 (stereo not given)	2	22	-5	-9	0	10	-2	3	2	i
CC(C)C[C@H](NC(=O)OC(C)(C)C)c1nnc(SCc2ccccc2)o1	7	16	11	4	1	9	7	-4	-1	i
O=[N+]([O-])CC(c1ccccc1)c1c[nH]c2ccccc12 (stereo not given)	0	2	4	.	0	11	2	0	.	i
O=C(Nc1nc2ccccc2n1CCN1CCOCC1)c1ccccc1	10	22	4	0	2	17	3	-1	-3	i
Cc1ccc(NC(=O)Cc2cc(C(=O)O)c3ccccc3n2)c(C)c1	-11	9	4	-1	1	7	0	-1	-1	i
COC(=O)c1ccc(NC(=O)Nc2ccc([N+](=O)[O-])cc2)cc1	-5	?	2	11	-3	16	4	-1	-1	i
CCOC(=O)c1c(-c2ccc(F)cc2)csc1NC(=O)CCN1C(=O)c2ccccc2C1=O	-8	18	8	-3	6	-4	0	-3	0	i
CNS(=O)(=O)c1cc(C(=O)O)ccc1OC	-1	19	-15	2	-1	15	2	0	6	i
CCOc1ccc(C2CC(=O)NC3=C2C(=O)CCC3)cc1Cl (stereo not given)	8	10	3	2	-4	12	6	-2	-2	i
COc1ccc(CSc2nc3ccccc3[nH]2)cc1	.	-85*	5	2	-2	49	60	7	10	i
Cc1ccc(S(=O)(=O)N2CCN(C(=O)C3COc4ccccc4O3)CC2)cc1C (stereo not given)	-4	23	-1	.	0	-1	-2	1	-2	i
COc1ccc(CCN2C(=NC(=O)CC(C)C)SC3CS(=O)(=O)CC32)cc1 (stereo not given)	12	4	?	1	-1	2	-6	0	2	i
SMILES	Platelet DG rel	AI-2 QS mod	HDAC3 inhib	Dyrk1A ADPGlo	GSK3B inh	HSF1 activator	HSF1 inh	GSK3 alpha inh	HSP90 inh	PolyA inh
COc1ccc(OC)c(-c2cc(C(=O)NC3CCCC3)c3ccccc3n2)c1	8	11	4	.	-1	2	5	-2	6	i
COC(=O)C1=C(N)c2ccccc2C1(C#N)c1ccccc1 (stereo not given)	6	13	-17	13	1	6	7	2	-1	i
Cc1cccc(C)c1NC(=O)N1CC=C(n2c(=O)[nH]c3ccccc32)CC1	-1	19	-4	-6	-2	0	-5	1	-1	i
Cc1nc(CNS(=O)(=O)c2cccs2)cs1	9	12	-1	-2	2	-26	-3	1	3	i
O/N=C/c1ccc(OCc2ccccc2)c(Br)c1	-8	17	-1	32	-6	66*	47	1	0	i
CC(C)(C)C(=O)NNC(=O)c1ccc(Oc2cc(Cl)cc(Cl)c2)o1	-7	15	1	-15	-12	1	3	-2	-1	i
Cc1ccc(C2(C)NC(=O)N(CC(=O)Nc3cccnc3Cl)C2=O)cc1 (stereo not given)	1	17	3	-2	0	12	-4	0	4	i
Cc1ccc(N2CC(C(=O)Nc3cc(C)on3)CC2=O)c(C)c1 (stereo not given)	-4	6	0	-4	1	11	-2	-1	-3	i
O=C1NC2(CCCCCC2)C(=O)N1Cc1c(F)cccc1Cl	8	6	0	4	0	7	2	-2	-4	i
CCCCCCCN1C(Nc2ccccc2)=NC[C@@H]1CC(C)C	2	24	-5	12	0	-6	1	2	4	i
CCCC(C)NC(=O)c1ccc(C2SCC(=O)N2Cc2ccco2)cc1 (stereo not given)	-7	-2	2	-3	2	23	-3	-2	4	i
CCC(=O)c1ccc(N2CCN(C(=O)c3cc([N+](=O)[O-])ccc3F)CC2)c(F)c1	5	10	-2	-2	-1	3	-2	-8	2	i
Cc1ccc(S(=O)(=O)NCCc2cn3nc(C)c(C)nc3n2)cc1C	10	9	1	.	3	0	-1	-1	-1	i
Nc1nc(C2CC(=O)OC23CCCCC3)cs1 (stereo not given)	.	4	-3	2	0	4	5	-1	2	i
Cc1ccc(NS(=O)(=O)c2c(C)[nH]c(C)c2C(=O)N2CCCC2)cc1	0	18	?	7	1	16	-3	-1	-1	i
CCCCC(=O)c1ccc(O)cc1O	2	-32	5	4	-2	10	-1	-1	-2	i
CC(Oc1ccccc1)c1ccnc2nc(N3CCOCC3)nn12 (stereo not given)	6	22	?	0	0	0	-2	-3	-1	i
CCOC(=O)N1CCC(NC(=O)CCc2c(C)nc3nc(C)nn3c2C)CC1	2	.	-10	4	.	-12	-14	0	4	i
CCn1cc(C(=O)O)c(=O)c2cc(F)c(N3CCN(C(=S)NC(=O)c4ccc(OC)cc4)CC3)cc21	4	16	-3	-1	1	-17	-7	-1	-3	i
O=C(c1ccncc1)c1ccc(Br)cc1	9	32	7	8	2	-1	-6	-3	1	i
COc1ccc(OC)c(NC(=O)CCNS(=O)(=O)c2ccc3[nH]c(=O)oc3c2)c1	0	14	11	-6	-1	-4	-3	-1	-7	i
COc1ccc(Nc2nc(-c3cccc([N+](=O)[O-])c3)nc3ccccc23)cc1	12	21	-5	1	0	-8	1	-1	5	i
N#Cc1cc2ccc(N3CCOCC3)cc2cc1C#N	1	14	1	2	-1	.	.	2	18*	i
Cc1ccccc1OCC(=O)N/N=C/c1c(C)nn(-c2ccccc2)c1Cl	3	7	14	-2	-6	2	4	-1	1	i
CCOC(=O)CC1COCCN1Cc1cn[nH]c1-c1ccc2c(c1)OCO2 (stereo not given)	7	6	1	-5	2	7	3	0	2	i

The final 2 compounds of the part above come first, to join the parts:
SMILES	Platelet DG rel	AI-2 QS mod	HDAC3 inhib	Dyrk1A ADPGlo	GSK3B inh	HSF1 activator	HSF1 inh	GSK3 alpha inh	HSP90 inh	PolyA inh
Cc1ccccc1OCC(=O)N/N=C/c1c(C)nn(-c2ccccc2)c1Cl	3	7	14	-2	-6	2	4	-1	1	i
CCOC(=O)CC1COCCN1Cc1cn[nH]c1-c1ccc2c(c1)OCO2 (stereo not given)	7	6	1	-5	2	7	3	0	2	i
Cc1cc2cc(C#N)c(N3CCN(S(C)(=O)=O)CC3)nc2cc1C	-22	26	-20	-2	12	7	2	-3	-2	i
O=C(CS(=O)(=O)Cc1ccccc1)Nc1ccc(Br)cc1F	-7	4	-8	10	3	23	15	3	-5	i
Cc1ccc(NC(=S)Nc2ccc3[nH]c(=O)[nH]c3c2)cc1	-3	10	-5	22	-25	0	4	-2	-3	i
CNc1ncc(C(=O)C(C)(C)C)s1	-19	20	0	5	-1	-6	2	0	3	i
O=C(O)CN=C1NC2(CCCCC2)Cc2ccccc21	-25	45	4	5	0	4	-4	-4	2	i
O=c1[nH]cnc2c1c(-c1ccccc1)cn2-c1ccccc1	7	13	0	-6	-6	35	-5	3	-1	i
CSc1nc2c(c(=O)[nH]1)C(c1ccccc1)C1=C(CC(C)(C)CC1=O)N2 (stereo not given)	0	7	0	0	-1	2	4	-1	1	i
CCn1ncc(Cl)c1C(=O)Nc1ccncc1	10	13	4	2	-1	0	-4	0	2	i
CC(=O)c1cccc(N=C2NC(=O)C(CO)(CO)S2)c1	-2	28	-5	-1	2	8	3	3	1	i
N#Cc1c2n(c3c(-c4ccccc4)ncnc13)CCC2	0	13	-7	2	-2	5	-1	7	0	i
CS(=O)(=O)N(CC(=O)NCc1ccco1)c1cc(C(F)(F)F)ccc1Cl	-2	3	1	-2	0	12	-2	-2	3	i
CCOc1ccc(CNC(=O)C2CC(=O)N(C3CCCC3)C2)cc1OC (stereo not given)	-5	13	3	-5	-2	.	.	0	-2	i
COC(=O)c1csc(S(=O)(=O)N2CCCCC2)c1OC	-4	19	0	4	0	-2	-4	-1	0	i
O=C(COC(=O)c1ccccc1[N+](=O)[O-])c1ccc2c(c1)OCO2	-17	-58	1	3	-4	-70	-66*	4	.	i
O=C(N1CCOCC1)N1CCCC(c2nc(-c3cccs3)no2)C1 (stereo not given)	3	9	-15	-17	-2	14	-1	-1	3	i
COc1ccc(F)cc1S(=O)(=O)Nc1ccc(C)cc1	2	15	4	-1	4	-2	1	3	4	i
Cc1ccc(NC(=O)CN2CCc3cc4c(cc3C2)OCCCO4)cc1C	0	7	-1	-2	4	8	1	-3	-1	i
CCOC(=O)CSC1=C(C#N)C(c2ccc(C)o2)CC(=O)N1 (stereo not given)	2	28	7	4	2	-30	-19	-2	0	i
O=C(COc1ncnc2ccc(Br)cc12)NCc1ccco1	-2	25	1	7	-2	-3	4	-2	-1	i

Assay outcomes deposited in PubChem by several laboratories.

Some of the compounds tested; rates above refer to the full screens.
